AMA1 RON2 block = disrupts binding of P. falciparum AMA1 to RON2; AlphaScreen AMA1-biotinylated RON2 peptide binding; Potency, µM (highest dose often 58.2 µM), for inactives: at the highest dose activity change, negative = inhibition, actives largely listed as inhibitors; 360,000 tested, 0.2% active; AID 720542;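 note: potency is the fitted concentration of half-maximal effect; 0% = vehicle wells and -100% = peptide control; nearly all actives have a fitted effect of over 45% in size; some results filed as inactive show a strong effect at the top dose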
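AMA1 (3D7) with his tag at 25 nM final met compounds first, then biotinylated RON2 peptide at 25 nM; detection used donor plus acceptor beads, 10 µg/mL apiece, read by AlphaScreen after 30 min at room temperature.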
LmPK inhibitor = blocks Leishmania mexicana pyruvate kinase activity | Q27686 | purified LmPK, Kinase-Glo ATP luminescence, 1 h | Potency, µM (top dose mostly 57.5 µM), for inactives: at the top dose activity change, negative = inhibition, actives largely listed as inhibitors | 290,000 tested, 0.37% active; note: potency is the fitted concentration of half-maximal effect
Target sequence (Q27686 whole entry, looked up): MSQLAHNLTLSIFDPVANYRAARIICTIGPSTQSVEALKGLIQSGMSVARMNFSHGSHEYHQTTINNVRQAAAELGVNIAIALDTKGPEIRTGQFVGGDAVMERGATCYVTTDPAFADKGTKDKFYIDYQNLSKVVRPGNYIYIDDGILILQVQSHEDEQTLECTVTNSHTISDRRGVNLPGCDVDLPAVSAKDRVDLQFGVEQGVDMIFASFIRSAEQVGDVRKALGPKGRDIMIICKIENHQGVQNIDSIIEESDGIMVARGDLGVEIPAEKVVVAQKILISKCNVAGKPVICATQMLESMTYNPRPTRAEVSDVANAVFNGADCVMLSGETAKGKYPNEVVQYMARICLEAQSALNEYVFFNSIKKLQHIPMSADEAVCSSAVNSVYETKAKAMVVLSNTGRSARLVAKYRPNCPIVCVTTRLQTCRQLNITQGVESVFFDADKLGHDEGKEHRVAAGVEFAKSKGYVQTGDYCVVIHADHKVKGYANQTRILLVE
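In 50 mM imidazole pH 7.2 with 7 mM MgCl2, LmPK (0.1 nM) turned over PEP (0.5 mM) and ADP (0.1 mM) for 1 h at room temperature. Luciferase read-out of ATP.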
HCV inhibitor = HCV inhibition | 340,000 tested, 3.4% active | Huh7.5.1 HCVcc-Cre infection, luciferase reporter, 44 h | Potency, µM (top dose mostly 41.8 µM), inactives show at the highest dose activity change, negative = inhibition, hits mostly inhibitors; note: potency is the fitted concentration of half-maximal effect
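A cell-based infection assay in which seeded cells (1,000 per well) receive test compound after 4 h, are inoculated with HCVcc-Cre at approximately 0.5 moi, and are incubated 44 h before luminescence detection.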
AmpC detergent = blocks E. coli AmpC beta-lactamase in detergent assay. AmpC hydrolysis of nitrocefin, absorbance 480 nm, 0.01% Triton. AID 485294. Potency, µM (series often up to 114 µM), without a hit: at the highest dose activity change, negative = inhibition, hits mostly inhibitors. 370,000 tested, 0.041% active. P00811;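 note: potency is the fitted concentration of half-maximal effect; 0% = no-compound wells and -100% = no-enzyme wells; nearly all actives have a fitted effect of over 25% in size; some results filed as inactive show a strong effect at the top dose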
Target sequence (P00811 whole entry, looked up): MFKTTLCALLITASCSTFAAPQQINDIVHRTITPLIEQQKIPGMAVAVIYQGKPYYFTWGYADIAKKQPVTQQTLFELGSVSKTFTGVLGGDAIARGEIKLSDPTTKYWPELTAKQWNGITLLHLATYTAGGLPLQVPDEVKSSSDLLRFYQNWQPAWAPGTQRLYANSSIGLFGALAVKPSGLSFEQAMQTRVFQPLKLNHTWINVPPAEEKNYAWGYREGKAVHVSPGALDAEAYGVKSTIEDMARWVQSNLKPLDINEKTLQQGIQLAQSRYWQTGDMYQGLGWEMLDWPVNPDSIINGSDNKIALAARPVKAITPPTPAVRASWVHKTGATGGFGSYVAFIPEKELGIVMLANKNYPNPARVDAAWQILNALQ
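20 mM phosphate pH 7.0 + 0.01% (detergent screen) or 0.0001% Triton X-100; 5.3 nM AmpC reagent; cpd preinc 15 min RT; nitrocefin (800 uM stock) to start; A480 q20 s × 4 min; Activity was normalised to no-enzyme and no-compound control wells.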
Tb PYK inh = T. brucei pyruvate kinase inhibition. 410,000 tested, 0.12% active. Potency, µM (highest dose often 76.8 µM), without a hit: at the top dose activity, negative = inhibition, most hits filed as inhibitors. Q57TT1. AID 624173. TbPYK enzyme, Kinase-Glo Plus ATP luminescence, 45 min; note: potency is the fitted concentration of half-maximal effect; nearly all actives have a fitted effect of over 50% in size
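Readout: single end-point luminescence (Kinase-Glo Plus, 10 min). Reaction conditions were TbPYK/substrate plus 130 uM ADP, 45 min at RT, pH 7.2 TEA buffer. No-enzyme wells served as controls, and data were normalized before concentration-response fitting.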
HCMV antiviral = inhibitors of human cytomegalovirus; activity change, negative = inhibition, % at 57.5 µM; HFF cells, HCMV-luciferase reporter, 72 h; hits give low values; 410,000 tested, 4.5% active; in the data active = activity change below about -60%; inconclusive = no clear call, values can overlap the other calls; inactive = above about -39%
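Inhibition of viral replication was scored as loss of reporter luminescence in HFFs infected with HCMV-luciferase (MOI 1 PFU/cell) for 72 h; compounds tested at 2 doses, normalized to buffer and Salinomycin controls.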
AmpC inh no detg = AmpC beta-lactamase inhibition without detergent; 330,000 tested, 0.52% active; AmpC nitrocefin hydrolysis, absorbance 480 nm, 0.0001% Triton; Potency, µM (top dose mostly 57.1 µM), inactives show top-dose activity change, negative = inhibition, most hits filed as inhibitors;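 note: potency is the fitted concentration of half-maximal effect; plate controls were no compound for no effect and no enzyme for full effect; nearly all actives have a fitted effect of over 20% in size; some results filed as inactive show a strong effect at the top dose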
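AmpC (5.3 nM in the dispensed reagent) in 20 mM phosphate pH 7.0 with 0.01% (detergent screen) or 0.0001% Triton X-100 was preincubated with compounds for 15 min at room temperature. Nitrocefin was then added from an 800 uM solution, and hydrolysis was followed at 480 nm.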
* hit, by the source's call; ? = inconclusive; · = no result given; [ ] = another dose, or the depositor's remark. Unless noted, calls come from the whole dose curve; as a rule, active = well fitted curve in the direction sought with a large enough effect; inconclusive = small, poorly fitted or top-dose-only effect, or another doubt; inactive = no such curve, though single readings can be large; an effect the other way counts as inactive or inconclusive. Unless noted, % is set by controls: 0 for no effect and ±100 for the full control effect.

entry | SMILES | HCV inhibitor | AmpC detergent | AMA1 RON2 block | LmPK inhibitor | Tb PYK inh | HCMV antiviral | AmpC inh no detg
1 | CCOc1ccc(NC(=O)Cn2c(=O)c(CNc3ccccc3)cc3cc4c(cc32)OCCO4)cc1 | · | 16% | · | · | -2% | 24 | ·
2 | Cc1ccc2nc(SCC(=O)Nc3ccc(C)c(Cl)c3)nc(=O)n2c1 | 3% | -12% | -1% | · | -3% | -3 | -9%
3 | O=C(O)c1ccccc1-c1ccc(/C=C2\SC(=O)N(c3ccccc3)C2=O)o1 | 4% | -11% | -3% | 2% | 0% | 128 | -12%
4 | COc1ccc(C2CC(c3cccs3)=NN2C(=O)CN2CCCCC2)cc1 (stereo not drawn) | -4% | -9% | -4% | 0% | 3% | -5 | -6%
5 | COc1ccc(/C(N)=N/OC(=O)N2CCOCC2)cc1 | ? | -3% | -3% | 5% | -15% | -33 | -12%
6 | Cc1ccc(-n2c(-c3ccccc3)cc(=O)nc2C)cc1 | 10% | -5% | 4% | 1% | 13% | -5 | -12%
7 | CCOc1ccccc1/C=N/NC(=O)c1c(C)nc2ccc(Br)cn12 | -22% | -2% | 9% | -4% | -8% | 7 | -5%
8 | CCc1c(C)sc2c1CCN(Cc1ccccc1)C2c1ccccc1 (stereo not drawn) | · | 13% | · | · | 2% | -102* | ·
9 | CC(=O)Cc1nsc(NC(=O)c2cc(-c3ccc(Cl)c(Cl)c3)oc2C)n1 | -23% | ? | 4% | 4% | -11% | -1 | -12%
10 | Cc1ccc(S(=O)(=O)N2CCOCC2)cc1NC(=O)CSc1nnc2cc(C)c3ccccc3n12 | ? | 3% | -26% | -1% | -7% | -63* | 218%[activator]
11 | C[C@H](NC(=O)c1ccccc1Cl)C(=O)OCC(=O)N1CCN(c2ccccc2)CC1 | 13% | -13% | -8%[11.6 µM] | · | -4% | -9 | 46%
12 | COc1ccc(-n2c(=O)[nH]cc(C(=O)Nc3ccc(NC(C)=O)cc3)c2=O)cc1 | 23% | -6% | 3% | 1% | 4% | -11 | 1%
13 | Cc1ccc(Cn2cccc(NS(C)(=O)=O)c2=O)cc1 | -9% | -16% | -2% | 0% | -5% | 11 | -8%
14 | CN(C)/C=N/c1c(C#N)nnn1Cc1ccccc1 | 6% | 0% | 9% | 1% | 3% | 19 | 2%
15 | CC(C)CCNC(=O)C1CC(c2ccc(C(F)(F)F)cc2)=NO1 (stereo not drawn) | 4% | 0% | 26% | 3% | 0% | 8 | 55%
16 | O=C(Cc1cccc(NC(=O)C2CCCN(C(=O)C3CC3)C2)c1)Nc1ccc(C(=O)N2CCCCC2)cc1 (stereo not drawn) | ? | · | 3% | · | 6% | -4 | ·
17 | CCN(CC)C(=O)N[C@H]1C[C@@H]2c3cccc4[nH]cc(c34)C[C@H]2N(C)C1 | 0%[8.37 µM] | 0% | ? | -2% | 0% | 35 | -14%
18 | Cc1ccc(-c2cc(C(=O)Nc3c(C(=O)c4ccccc4)oc4ccccc34)no2)cc1F | · | -2% | · | · | 2% | 16 | ·
19 | Cc1csc(NC(=O)CN2CCCCCC2)n1 | -5% | -12% | ? | -4% | -10% | 56 | -20%
20 | COc1ccc(NC(=O)CCNC(=O)c2ccco2)cc1S(=O)(=O)N(C)C | 1% | 1% | 13% | -1% | 5% | 2 | -16%
21 | Cc1ccc(C)c(N2CCN(C(=O)CCCCCn3c(=S)[nH]c4ccc(N5CCOCC5)cc4c3=O)CC2)c1 | 2.8µM* | -4% | 86%[activator] | 2% | 12% | -88* | 71%[activator]
22 | COc1ccc(S(=O)(=O)N(CCc2ccccc2)CC(=O)Nc2ccc(C)c(C)c2)cc1OC | · | 21% | · | · | 0% | -16 | ·
23 | CNC(=S)N/N=C1\C2CN3CCN(C2)CC1(c1ccccc1)C3 | 1% | -12% | 21% | -2% | -2% | -16 | -24%
24 | Clc1nc(NCCc2ccccc2)c2cn[nH]c2n1 | ? | · | -1% | · | 0% | -61* | ·
25 | CNC(=O)N/N=C(\N)c1ccccn1 | 10% | -2% | 122%[activator] | -4% | 0% | 47 | -13%
26 | CC(C)(C)OC(=O)NCCCCCNC(=O)c1[nH]cnc1C(=O)Nc1cc(Br)ccc1F | · | · | 108%[activator] | · | 2% | ? | ·
27 | Cc1cnc(C(=O)Nc2ccc(N3CCCCC3)cc2)cn1 | -11% | 4% | 12% | 3% | -10% | -23 | -3%
28 | CN(CC(=O)NCC1CCCO1)S(=O)(=O)c1ccc2ccccc2c1 (stereo not drawn) | · | · | -11% | · | -6% | 1 | ·
29 | COc1cccc(C(=O)NCC2CCCO2)c1 (stereo not drawn) | 3% | -3% | · | -2% | · | · | -8%
30 | CC12CCC(C(=NO)C1=O)C2(C)C (stereo not drawn) | 17% | · | 23% | · | -4% | -29 | ·
31 | Cc1cc(C)n(-c2ccc(NN=C(C#N)C#N)cc2)n1 | ? | -9% | -2% | -24% | -7% | ? | -24%
32 | CC1(C)CC(=O)C(C=Nc2ccc3c(c2)OCO3)=C(O)C1 | 4% | -4% | -3% | -12% | -9% | 2 | -16%
33 | CN(C)c1ccc(-c2ccnc3c2CC(C)(C(=O)NCC2CC2)O3)cc1 (stereo not drawn) | · | · | ? | · | -5% | -15 | ·
34 | Cc1nn(-c2ccccc2)c(C)c1[N+](=O)[O-] | 15% | 6% | 36%[activator] | -6% | 2% | -11 | -14%
35 | CC(C)C(=O)Nc1cccc(C(=O)NCCc2ccc(S(N)(=O)=O)cc2)c1 | ? | ? | -2% | -11% | 1% | 9 | -25%
36 | Cc1cc(C)cc(NS(=O)(=O)c2ccc(-n3cccn3)cc2)c1 | · | 18% | · | · | 4% | ? | ·
37 | CC1=CCC2([N+](=O)[O-])CN(CC(=O)O)CC1([N+](=O)[O-])C2 (stereo not drawn) | 6% | 0% | -6% | -2% | -8% | -21 | -9%
38 | COc1ccc(CN(C(=O)c2ccc3c(c2)OCCO3)C(C(=O)NC2CCCCC2)c2ccc3ncccc3c2)cc1 (stereo not drawn) | -24% | -4% | -3% | -5% | 9% | -29 | 116%[activator]
39 | CCCNc1nc(OCC(F)(F)F)nc(OCC(F)(F)F)n1 | -5% | 3% | -8% | 0% | 4% | -5 | -17%
40 | COc1cc(CCCN2C(=O)C(=O)NC[C@@H]2C(C)O)cc(OC)c1OC (stereo partly drawn) | -12%[8.37 µM] | -1% | -1% | -1% | 4% | -16 | -23%
41 | CCCS(=O)(=O)n1nc(-c2ccccc2)cc1N | -28% | -1% | 9% | -5% | -6% | -13 | -14%
42 | Cc1ccc(-c2csc(NC(=S)NC(=O)c3cccs3)n2)cc1 | -11% | -3% | 29% | -1% | 1% | -9 | -8%
43 | CN1CCN(C(=O)CCc2nc3ccccc3c(=O)[nH]2)CC1 | 10% | 1% | 0% | 1% | 1% | -11 | -15%
44 | O=C(CN(Cc1ccc(F)cc1)C(=O)c1csnn1)NC1CCCC1 | 4% | 4% | 7% | 1% | -1% | -32 | -5%
45 | CCOC(=O)CN(C(=O)CNC(=O)c1cccs1)C(C(=O)NC1CCCCC1)c1cccnc1 (stereo not drawn) | 12% | -4% | 10% | 1% | -4% | 1 | -12%
46 | C#CCOc1ccc(-c2nnc(Nc3cccc(C)c3)c3ccccc23)cc1 | · | ? | · | · | -8% | -16 | ·
47 | Cc1ccc(OCCC(=O)N(CCC(C)C)c2c(N)n(Cc3ccccc3)c(=O)[nH]c2=O)cc1 | -4% | ? | -1% | · | 12% | · | -36%
48 | CC(C)Cn1c(SC(C)C(=O)Nc2ccc(N3CCOCC3)cc2)nc2ccccc21 (stereo not drawn) | ? | -9% | ? | 4% | -1% | ? | 109%[activator]
49 | O=C(Nc1ccc2c(c1)CCC2)Nc1ccccc1Cl | ? | -11% | -1% | -8% | -9% | 146 | -28%
50 | CCS(=O)(=O)c1ncc(N(Cc2cccc(F)c2)Cc2ccco2)c(C(=O)Nc2ccccc2Cl)n1 | · | 8% | · | · | -3% | -2 | ·

Rewritten in transposed form: 2 of the compounds above
16) O=C(Cc1cccc(NC(=O)C2CCCN(C(=O)C3CC3)C2)c1)Nc1ccc(C(=O)N2CCCCC2)cc1 (stereo not drawn)
48) CC(C)Cn1c(SC(C)C(=O)Nc2ccc(N3CCOCC3)cc2)nc2ccccc21 (stereo not drawn)
compound no.	16	48
HCV inhibitor	?	?
AmpC detergent	·	-9%
AMA1 RON2 block	3%	?
LmPK inhibitor	·	4%
Tb PYK inh	6%	-1%
HCMV antiviral	-4	?
AmpC inh no detg	·	109%[activator]

(next part)
entry | SMILES | HCV inhibitor | AmpC detergent | AMA1 RON2 block | LmPK inhibitor | Tb PYK inh | HCMV antiviral | AmpC inh no detg
51 | CC(=O)c1ccc(NC(=O)C(C)OC(=O)CCN=C2NS(=O)(=O)c3ccccc32)cc1 (stereo not drawn) | 20% | -4% | 1% | · | 6% | -15 | -23%
52 | COC(=O)c1ccccc1NC(=O)CCCCCn1nnc2ccccc2c1=O | -19% | -2% | -8% | -1% | -1% | -22 | 25%
53 | O=C1CC(C(=O)O)C2(CCCC2)O1 (stereo not drawn) | 2% | · | 10% | · | 2% | 41 | ·
54 | CC(=O)c1c(C)[nH]c(C(=O)Nc2nccs2)c1C | 10µM* | -4% | 9% | 1% | 8% | 55 | -26%
55 | CN(CC(=O)NC1CCCCC1)S(=O)(=O)c1ccc2c(c1)c(=O)n(C)c(=O)n2C | 13% | 3% | -2% | 0% | -7% | -2 | 0%
56 | CCOC(=O)c1ccc(NC(=O)CN(C)S(=O)(=O)c2ccc(OC)cc2)cc1 | -19% | ? | 13% | -3% | 5% | 5 | -18%

Looked up one by one from the list above (six):
entry | SMILES | HCV inhibitor | AmpC detergent | AMA1 RON2 block | LmPK inhibitor | Tb PYK inh | HCMV antiviral | AmpC inh no detg
56 | CCOC(=O)c1ccc(NC(=O)CN(C)S(=O)(=O)c2ccc(OC)cc2)cc1 | -19% | ? | 13% | -3% | 5% | 5 | -18%
55 | CN(CC(=O)NC1CCCCC1)S(=O)(=O)c1ccc2c(c1)c(=O)n(C)c(=O)n2C | 13% | 3% | -2% | 0% | -7% | -2 | 0%
54 | CC(=O)c1c(C)[nH]c(C(=O)Nc2nccs2)c1C | 10µM* | -4% | 9% | 1% | 8% | 55 | -26%
51 | CC(=O)c1ccc(NC(=O)C(C)OC(=O)CCN=C2NS(=O)(=O)c3ccccc32)cc1 (stereo not drawn) | 20% | -4% | 1% | · | 6% | -15 | -23%
53 | O=C1CC(C(=O)O)C2(CCCC2)O1 (stereo not drawn) | 2% | · | 10% | · | 2% | 41 | ·
52 | COC(=O)c1ccccc1NC(=O)CCCCCn1nnc2ccccc2c1=O | -19% | -2% | -8% | -1% | -1% | -22 | 25%

Source: PubChem BioAssay
